Sm TGR block: blocks Schistosoma mansoni thioredoxin glutathione reductase | Q962Y6 | purified TGR, DTNB reduction, TNB absorbance 405 nm | Potency, µM (titrated, usually from 114 µM), inactives show top-dose activity change, negative = inhibition, actives largely listed as inhibitors | actives 3% (n = 360,000) | AID 485364; also: potency is read from the fitted curve at half-maximal effect; nearly all actives have a fitted effect of over 60% in size
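Kinetic colorimetric format: TGR-catalysed, NADPH-driven DTNB reduction monitored via TNB absorbance. Enzyme dispensed at 20 nM; compound exposure 15 min at room temperature before reaction start.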
AMA1-RON2 inh: inhibitors of Plasmodium falciparum AMA1-RON2 interaction; AlphaScreen AMA1-biotinylated RON2 peptide binding; Potency, µM (doses to about 58.2 µM), for inactives: at the highest dose activity change, negative = inhibition, hits mostly inhibitors; actives 0.2% (n = 360,000); AID 720542;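 also: potency is read from the fitted curve at half-maximal effect; 0% = vehicle wells and -100% = peptide control; nearly all actives have a fitted effect of over 45% in size; some results filed as inactive show a strong effect at the top dose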
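AMA1 (3D7) with his tag at 25 nM final met compounds first, then biotinylated RON2 peptide at 25 nM; detection used donor plus acceptor beads, 10 µg/mL apiece, read by AlphaScreen after 30 min at room temperature.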
Giardia FBPA inh: Giardia lamblia aldolase inhibition; A8B2U2; purified Giardia FBPA; Potency, µM (doses to about 59.6 µM), for the others: top-dose activity, negative = inhibition, actives largely listed as inhibitors; actives 0.71% (n = 290,000); AID 2451; also: potency is read from the fitted curve at half-maximal effect; nearly all actives have a fitted effect of over 55% in size
Target sequence (A8B2U2 whole entry, looked up): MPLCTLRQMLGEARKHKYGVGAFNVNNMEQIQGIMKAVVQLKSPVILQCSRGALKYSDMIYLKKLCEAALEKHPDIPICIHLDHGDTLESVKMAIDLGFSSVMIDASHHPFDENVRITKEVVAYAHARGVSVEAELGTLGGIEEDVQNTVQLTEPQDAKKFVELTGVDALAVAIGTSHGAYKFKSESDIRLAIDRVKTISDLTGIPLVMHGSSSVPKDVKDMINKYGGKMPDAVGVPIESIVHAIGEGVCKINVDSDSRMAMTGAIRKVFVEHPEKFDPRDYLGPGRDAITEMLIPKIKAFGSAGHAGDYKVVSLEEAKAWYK
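40 nM FBPA preincubated 10 min at RT with compound (up to 57.5 uM final), then substrate plus GAPDH/TPI/NAD/arsenate coupling and diaphorase/resazurin added. Fluorescence read after 20 min at RT, 525/598 nm.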
HCV inh: inhibitors of hepatitis C virus infection. Huh7.5.1 HCVcc-Cre infection, luciferase reporter, 44 h. Potency, µM (top dose mostly 41.8 µM), without a hit: at the top dose activity change, negative = inhibition, most hits filed as inhibitors. actives 3.4% (n = 340,000). AID 651820; also: potency is read from the fitted curve at half-maximal effect
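Cells seeded at 1,000/well and cultured 4 h, then compounds added followed by HCVcc-Cre virus (~0.5 moi). After 44 h further culture, luciferase substrate was added, plates held 15 min at room temperature, and luminescence read for 15 sec.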
HCMV inh: inhibitors of human cytomegalovirus. HFF cells, HCMV-luciferase reporter, 72 h; stronger effect = lower value. activity change, negative = inhibition, % at 57.5 µM. actives 4.5% (n = 410,000); in the data active = activity change below about -60%; inconclusive = no clear call, values can overlap the other calls; inactive = above about -39%
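Cell-based, HFFs, 1000 cells/well, 16 h 37C; cpds in DMSO + HCMV-luc, MOI 1 PFU/cell; 72 h 37C; OneGlo luminescence after 5 min RT; norm. to buffer vs Salinomycin 10uM.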
AmpC detergent: blocks E. coli AmpC beta-lactamase in detergent assay; Potency, µM (doses to about 114 µM), inactives show top-dose activity change, negative = inhibition, actives largely listed as inhibitors; P00811; AmpC hydrolysis of nitrocefin, absorbance 480 nm, 0.01% Triton; actives 0.041% (n = 370,000); AID 485294;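 also: potency is read from the fitted curve at half-maximal effect; 0% = no-compound wells and -100% = no-enzyme wells; nearly all actives have a fitted effect of over 25% in size; some results filed as inactive show a strong effect at the top dose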
Target sequence (P00811 whole entry, looked up): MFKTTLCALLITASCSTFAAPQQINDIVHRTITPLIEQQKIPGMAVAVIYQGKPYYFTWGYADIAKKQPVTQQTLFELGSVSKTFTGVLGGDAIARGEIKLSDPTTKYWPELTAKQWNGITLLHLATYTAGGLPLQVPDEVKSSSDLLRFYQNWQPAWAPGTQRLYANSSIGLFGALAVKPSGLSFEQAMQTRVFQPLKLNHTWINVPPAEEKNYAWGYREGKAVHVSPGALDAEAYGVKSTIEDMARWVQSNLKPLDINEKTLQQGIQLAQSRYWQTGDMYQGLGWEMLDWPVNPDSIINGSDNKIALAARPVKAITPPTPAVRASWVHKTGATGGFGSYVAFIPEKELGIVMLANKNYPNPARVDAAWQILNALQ
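20 mM phosphate pH 7.0 + 0.01% (detergent screen) or 0.0001% Triton X-100; 5.3 nM AmpC reagent; cpd preinc 15 min RT; nitrocefin (800 uM stock) to start; A480 q20 s × 4 min; Activity was normalised to no-enzyme and no-compound control wells.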
Active calls of the source: *; ? = inconclusive; / = not tested or not shown; & = joins results of further samples; [ ] = another dose, or the depositor's remark. Unless noted, calls follow the shape of the dose curve; as a rule, active = well fitted curve in the direction sought with a large enough effect; inconclusive = small, poorly fitted or top-dose-only effect, or another doubt; inactive = no such curve, though single readings can be large; an effect the other way counts as inactive or inconclusive. Unless noted, % is scaled to controls: 0 for no effect and ±100 for the full control effect.

SMILES	Sm TGR block	AMA1-RON2 inh	Giardia FBPA inh	HCV inh	HCMV inh	AmpC detergent
CCCOc1ccc(-c2nnn(CC(=O)c3c[nH]c4ccccc34)n2)cc1	-8%	-3%	1%	-8%	-21	-2%
C#CCNC(=O)C1=C[C@@H](C)[C@H](CCCO)[C@@H](OCC)O1	/	0%	/	3%	-10	/
O=C1CN(C(=O)c2cc([N+](=O)[O-])ccc2Cl)C(c2ccccc2)c2cc(F)ccc2N1 (configuration not stated)	-4%	-12%	0%	4%	-10	-2%
O=C(CSc1nnc(-c2ccccc2)o1)OCc1ccccc1	-20%	13%	1%	9%	-20	-16%
CCc1ccc2[nH]c(=O)c(CN(CCCO)C(=O)NCc3ccccc3)cc2c1	-1%	-8%	0%	9%	3	-4%
Nc1ccc(C(=O)N2N=C(c3ccccc3)CC2(O)C(F)(F)F)cc1 (configuration not stated)	-17%	27%	3%	-8%	7	-2%
Cc1ccc(C(=O)N(CN2CCCC2=O)c2ccc(F)cc2)cc1	4%	1%	1%	13%	-29	3%
Nc1nc(SCC(=O)Nc2c(Br)cc([N+](=O)[O-])cc2Br)n[nH]1	1%	-3%	5%	-4%	6	?
O=C(NCCc1ccc(Cl)cc1)c1ccc(OCC2CCCO2)cc1 (configuration not stated)	1%	0%	2%	?	12	?
O=C(NCc1ccccc1F)C1CCCN1C(=O)Nc1cccc(F)c1 (configuration not stated)	-15%	-6%	8%	5%	15	4%
CC=Cc1cc(OC)c2c(c1)C(C)C(c1ccc(O)c(OC)c1)O2 (configuration not stated)	/	-25%	/	?	14	/
Cc1ccc(-c2nnn(CC(=O)N3CCN(c4nc5ccccc5s4)CC3)n2)cc1	-2%	10%	6%	0%	14	0%
Cc1c(N2C(=O)c3ccccc3C2(O)c2ccccc2)c(=O)n(-c2ccccc2)n1C (configuration not stated)	13%	2%	0%	14%	-24	-5%
O=C(CCS(=O)(=O)c1cccc2nsnc12)NC1CCCCCC1	-21%	-2%	4%	21%	72	-9%
Cc1ccc(S(=O)(=O)c2c(Nc3cc(C)ccc3C)sc(C(=O)c3ccc4c(c3)OCO4)c2N)cc1	-16%	/	/	/	-2	?
O=S(=O)(O)c1ccc(N=NNc2ccc(Br)cc2)cc1	3%	7%	3%	42%[activator]	23	-19%
O=C(CC1c2ccccc2Oc2ccccc21)NCc1ccco1	0%	-5%	9%	-15%	10	-4%
COc1ccccc1NC(=O)C(C)N1C(=O)c2ccccc2C1=O (configuration not stated)	2%	3%	9%	9%	16	-4%
COCCCNC(=O)c1ccc(Cn2c(=O)c3ccccc3n(CC(N)=O)c2=O)cc1	-2%	/	/	/	9	1%
CC(=O)Nc1ccc(S(=O)(=O)Nc2ccc(S(=O)(=O)N3CCCC3)cc2)cc1	-5%	-20%	0%	1%	-23	3%
COc1ccccc1N1CCN(C(=O)CCc2ccc(S(=O)(=O)NCC(C)C)cc2)CC1	1%	3%	-8%	?	25	1%
Cc1noc(NC(=O)c2ccccc2)c1C#N	-2%	5%	-6%	12%	48	6%
C/C(CC(=O)Nc1cc(C)ccn1)=N\NC(=O)COc1cccc(C)c1	-1%	/	-7%	/	/	?
COc1ccc(NC(=O)c2cc(S(=O)(=O)NCCC3=CCCCC3)ccc2F)cc1	-4%	/	/	/	-80*	9%
CC1(C(=O)NC2CCCCCC2)CCC(=O)N1Cc1ccc2c(c1)OCO2 (configuration not stated)	8%	5%	1%	-1%	-32	-8%
COc1ccc(OC)c(-c2cc(C(=O)N/N=C(\C)c3cccnc3)c3ccccc3n2)c1	-16%	43%[activator]	-8%	-11%	-16	-7%
Nc1nc(-c2ccccn2)nc(N)c1Cc1c(F)cccc1Cl	18%	?	9%	5µM*	-96*	-9%
CN1CCN(C(=O)Cn2ncc3c4ccccc4n(Cc4ccc(Cl)cc4)c3c2=O)CC1	0%	/	/	/	-32	12%
C[C@H](CO)N1C[C@H](C)[C@@H](CN(C)CC2CCCCC2)Oc2ccc(NC(=O)Cn3cnnn3)cc2C1=O	/	1%	/	10%	-35	/
CC(=O)O/N=C/c1c(N2CCOCC2)n(C)c2ccccc12	1%	52%[activator]	-3%	?	-93*	-4%
Cc1c(CCC(=O)NCc2ccc(F)cc2)c(=O)oc2cc(O)ccc12	4%	/	/	/	-10	9%
Cc1ccccc1CNC(=O)CCS(=O)(=O)c1cc2c3c(c1)CCN3C(=O)CC2	9%	/	/	/	-2	1%
COc1ccc([C@@H]2CC=C(C(=O)O)[C@H](c3ccc(F)cc3)N2S(=O)(=O)c2ccc(Cl)cc2)cc1	-20%	-7%	/	13%	-16	-2%
Cn1nnc(NC(=O)c2ccc(Br)o2)n1	-17%	-3%	/	2%	0	-5%
Cc1cc(C(=O)NNC(=O)c2ccc(Cl)cc2)c2ccccc2n1	-6%	86%[activator]	/	-2%	0	-4%
Cc1cc(N(C)C)c(C#N)c(N2CCCCC2)n1	-10%	-9%	9%	-13%	-8	?
CCCn1c(=S)[nH]c2cc(C(=O)N3CCc4ccccc43)ccc2c1=O	4%	34%[activator]	-6%	?	-39	?
Fc1ccc(Nc2nc(SCc3ccccc3F)nc3ccccc23)cc1	3%	/	/	/	-86*	14%
N#Cc1cccc(NC(=O)C2CCN(S(=O)(=O)c3ccc4c(c3)CCCN4C(=O)C3CCC3)CC2)c1	1%	/	/	/	-38	-2%
COc1ccc(OC)c(C2=NOC(C(=O)Nc3ccc4c(c3)OCCO4)C2)c1 (configuration not stated)	-22%	-12%	20%	-8%	27	1%
COc1ccc(C2CC(c3cccs3)=NN2c2ccc(C=O)cc2)cc1 (configuration not stated)	4%	154%[activator]	-8%	0%	44	8%
COc1ccc(N2CCN(C(=O)c3sc4ncn(CC(=O)N5CCCCC5)c(=O)c4c3C)CC2)cc1	-28%	-6%	2%	-25%	-16	?
COc1ccc(Cc2nc3ccc(C(=O)NC(C)Cc4ncccc4C)cc3o2)cc1OC (configuration not stated)	-11%	-8%	/	?	-6	0%
CC(=O)Oc1ccccc1C(=O)OCCN=C1NS(=O)(=O)c2ccccc21	0%	5%	7%	3%	18	-12%
CN(CCc1ccccn1)c1ncnc2[nH]ncc12	5%	-13%	-7%	1%	-25	0%

One compound at a time, as listed above.
Cc1ccccc1CNC(=O)CCS(=O)(=O)c1cc2c3c(c1)CCN3C(=O)CC2 across the screens: Sm TGR block: 9%; AMA1-RON2 inh: /; Giardia FBPA inh: /; HCV inh: /; HCMV inh: -2; AmpC detergent: 1%
O=C(CC1c2ccccc2Oc2ccccc21)NCc1ccco1 across the screens: Sm TGR block: 0%; AMA1-RON2 inh: -5%; Giardia FBPA inh: 9%; HCV inh: -15%; HCMV inh: 10; AmpC detergent: -4%

Individual results from the results shown:
Result of CCCn1c(=S)[nH]c2cc(C(=O)N3CCc4ccccc43)ccc2c1=O under Sm TGR block: 4%
Result of Cc1ccc(C(=O)N(CN2CCCC2=O)c2ccc(F)cc2)cc1 under AmpC detergent: 3%
Result of O=C(CSc1nnc(-c2ccccc2)o1)OCc1ccccc1 under HCV inh: 9%
Result of Nc1nc(SCC(=O)Nc2c(Br)cc([N+](=O)[O-])cc2Br)n[nH]1 under HCV inh: -4%
Result of O=C1CN(C(=O)c2cc([N+](=O)[O-])ccc2Cl)C(c2ccccc2)c2cc(F)ccc2N1 (configuration not stated) under AmpC detergent: -2%

(cont.)
SMILES	Sm TGR block	AMA1-RON2 inh	Giardia FBPA inh	HCV inh	HCMV inh	AmpC detergent
CC(=O)N1CC=CC1(C)C(=O)NCc1cc(F)cc(C(F)(F)F)c1 (configuration not stated)	-35%	-5%	0%&4%	1%[8.37 µM]	5	?
CCn1c(CNC(=O)COc2ccc(C(C)C)cc2)nnc1SCC(=O)NC1CCCCC1C (configuration not stated)	-4%	5%	1%	-8%	?	-5%
Cc1ccc(N2C(=O)C(CC(=O)Nc3ccc(F)cc3)N(CCC3=CCCCC3)C2=O)cc1 (configuration not stated)	-2%	/	/	/	-26	-1%
COc1ccc(CC(=O)Nc2cccc(-c3nnc(-c4ccco4)o3)c2)cc1	21%	0%	0%	?	?	0%
CCC(=O)N/N=C/c1ccc(-c2ccc(Cl)cc2)o1	?	-3%	0%	-16%	69	6%
CCN1C(=O)CC(c2cccnc2)=Nc2ccccc21	/	-6%	4%	13%	-27	2%
CCCC(O)(CCC)C(=O)NN(C(=O)OC)c1ccccc1	46%[activator]	1%[11.6 µM]	-2%	20%	25	?
CC1CCCC/C1=N\NC(=S)NCCc1ccccc1 (configuration not stated)	5%	66%[activator]	-14%	-4%	-3	-3%
O=C(NCCN1CCCC1)c1ccc(Br)cc1	-24%	-1%	-1%	-11%	42	?
CCOc1cc(C(=O)Nc2ccc([N+](=O)[O-])cn2)cc(OCC)c1OCC	2%	-11%	4%	?	-38	2%
CC1CCN(C(=O)COC(=O)c2ccc3c(c2)C(=O)N(Cc2ccco2)C3=O)CC1	?	-8%	/	-13%	-16	-10%
CCOc1ccc(S(=O)(=O)N2CCN(c3ccc(C)cc3C)CC2)c2ccccc12	12%	/	/	/	-4	2%
Cc1c(Oc2ccc(C(F)(F)F)cc2[N+](=O)[O-])ccc2c3c(c(=O)oc12)CCC3	-15%	13%	3%	-17%	-8	7%
CC1(C(=O)OCC(=O)Nc2cc(S(=O)(=O)N3CCOCC3)ccc2Cl)CC1(Cl)Cl (configuration not stated)	/	-4%	/	?	-8	/
Cc1nc(COC(=O)c2ccc(S(=O)(=O)N3CCCC3)cc2)cs1	-5%	25%	8%	5%	-6	?
COc1ccc(CNC(=O)c2cnc(N3CCCC3)nc2C)c(OC)c1	5%	/	/	/	-8	-4%
Cc1cccc(NC(=O)c2ccc(-c3nc(CSc4ccccc4)c(C)o3)cc2)c1C	?	/	/	/	-6	?
O=C(NC(=S)Nc1c(F)cc(F)cc1Br)c1ccc2c(c1)OCCO2	-26%	46%[activator]	-13%	?	-33	-7%
Cn1cccc1Cc1nnc(SCC(=O)Nc2ccc3c(c2)OCO3)n1CCc1ccccc1	-15%	-15%	-5%	-14%&-12%	-3	-3%
COc1cc(-c2nc(Cn3nnc(C(=O)Nc4ccc(C)cc4C)c3C)c(C)o2)cc(OC)c1OC	10%	/	/	/	-10	22%
COc1ccc(-n2ncc3c(NCc4ccccn4)ncnc32)cc1	-1%	30%[activator]	-17%	6%	61	-5%
Nc1nc(NCC(=O)O)nc(NC2CCCCC2)c1[N+](=O)[O-]	12%	-3%	7%	2%	?	1%
COc1ccc(/C=C/c2nc(S(=O)(=O)c3ccccc3)c(N(C)C)o2)cc1OC	?	-2%	/	?	0	?
O=C(NCCc1ccccc1)c1cc(-c2ccc(Cl)cc2)on1	0%	/	/	/	7	23%
N#Cc1ccc(C(=O)Nc2nc3ccccc3[nH]2)cc1	2%	41%[activator]	27%	-2%	90	?
CCc1ccc(NC(=O)Cn2c(=O)n(CCCC(=O)NCc3ccc4c(c3)OCO4)c(=O)c3ccccc32)cc1	-3%	/	/	/	18	18%
CC(C)c1ccc(N2C(=O)CS(=O)(=O)C23C(=O)N(Cc2cccc(F)c2)c2ccccc23)cc1 (configuration not stated)	1%	/	/	/	-26	-3%
Cc1ccc(O)c(C=Nc2cc(C)ccc2O)c1	-25%	16%	-22%	-5%	/	-13%
O=C1CCc2ccc(NS(=O)(=O)c3ccc(F)cc3)cc2N1	4%	8%	-20%	2%	34	-8%

Screening data as filed in PubChem BioAssay.
